# ATXN2 expr inh = reduces ATXN2 reporter expression in HEK-293 cells; HEK-293 ATXN2-luciferase reporter, luminescence, 24 h; Potency, µM (doses to about 57 µM), for inactives: at the highest dose activity change, negative = inhibition, hits mostly inhibitors; 0.72% of 360,000 active; note: % is set by controls: 0 for no effect and ±100 for the full control effect; nearly all actives have a fitted effect of over 55% in size
#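 qHTS (up to 57 uM final) was run with 24 h compound exposure of reporter cells at 37 °C. Each well was multiplexed: SteadyGlo luminescence measured ATXN2-luciferase expression after a fluorogenic Gly-Phe-AFC viability readout (25 uM final).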
# MCF10A rerep = induces DNA re-replication in MCF 10a normal breast cells; 2.9% of 350,000 active; MCF 10A DNA re-replication, Hoechst nuclear intensity, 48 h; Potency, µM (series often up to 46.1 µM), for the others: at the highest dose activity, positive = re-replication, actives largely listed as activators; note: % of control where 0% means no effect; nearly all actives have a fitted effect of over 50% in size
# Nrf2 inh = Nrf2 pathway inhibition; A549 ARE-Fluc reporter, luciferase luminescence, 18-24 h; Potency, µM (titrated, usually from 46 µM), for the others: top-dose activity change, negative = inhibition, most hits filed as inhibitors; 2.1% of 360,000 active; AID 504444; note: % is set by controls: 0 for no effect and ±100 for the full control effect; nearly all actives have a fitted effect of over 60% in size
#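 Concentration-response testing used A549 ARE_Fluc cells at 5000 cells/well. Following an 18-24 h compound incubation, viability was read by fluorescence (Ex 405/Em 525) and luciferase output by luminescence.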
# S2 tox = reduces viability in counter-screen for ATXN expression inhibitors | S2 cells (HEK-293 line with an ATXN2-luciferase reporter) viability, CellTiter-Fluor protease fluorescence, 24 h | Potency, µM (series often up to 56.7 µM), usual class: cytotoxic | 0.49% of 400,000 active | AID 651635; note: nearly all actives have a fitted effect of over 40% in size
# A549 tox = counter-screen for Nrf2 inhibitors: cytotoxicity in A549 cells | A549 ARE-Fluc cells, CellTiter-Fluor viability, 18-24 h | Potency, µM (doses to about 46 µM), for inactives: at the top dose activity change, negative = cytotoxicity, hits mostly inhibitors | 0.16% of 390,000 active; note: % is set by controls: 0 for no effect and ±100 for the full control effect
#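 Cytotoxicity counterscreen: CellTiter-Fluor fluorescence was measured in A549 ARE_Fluc cells after 18-24 h of compound exposure in a concentration series. The subsequent BugLite luminescent read reports ARE-luciferase activity.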
# TGFb SMAD3 inh = TGF-b pathway inhibition; AID 588855; 1.2% of 410,000 active; HepG2 CAGA-GFP TGF-b/SMAD3 reporter, GFP fluorescence, 18 h; TGF-beta stimulated, 500 pg/mL final; Potency, µM (titrated, usually from 46.1 µM), for the others: top-dose activity, negative = inhibition, usual class: inhibitors; note: % is set by controls: 0 for no effect and ±100 for the full control effect; nearly all actives have a fitted effect of over 65% in size
#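 Read-out: total well GFP (ex488/em500-530) summed from mean per-cell fluorescence. Cells: HEPG2 CAGA-GFP, 1% FBS DMEM, 18 h at 37 degrees C with 500 pg/mL final TGF-beta. Unstimulated wells served as the full-inhibition control; stimulated DMSO wells = 0%.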
# EPAC2 antagonist = blocks human EPAC2 exchange factor; AID 720708; EPAC2 GEF exchange of Rap1B-BODIPY-GDP, fluorescence; Q8WZA2; Potency, µM (titrated, usually from 114 µM), for inactives: at the top dose activity, negative = inhibition, usual class: inhibitors; 0.18% of 360,000 active; note: % is set by controls: 0 for no effect and ±100 for the full control effect; nearly all actives have a fitted effect of over 45% in size; many of its hits are not listed in these tables
# Target sequence (Q8WZA2 whole entry, looked up): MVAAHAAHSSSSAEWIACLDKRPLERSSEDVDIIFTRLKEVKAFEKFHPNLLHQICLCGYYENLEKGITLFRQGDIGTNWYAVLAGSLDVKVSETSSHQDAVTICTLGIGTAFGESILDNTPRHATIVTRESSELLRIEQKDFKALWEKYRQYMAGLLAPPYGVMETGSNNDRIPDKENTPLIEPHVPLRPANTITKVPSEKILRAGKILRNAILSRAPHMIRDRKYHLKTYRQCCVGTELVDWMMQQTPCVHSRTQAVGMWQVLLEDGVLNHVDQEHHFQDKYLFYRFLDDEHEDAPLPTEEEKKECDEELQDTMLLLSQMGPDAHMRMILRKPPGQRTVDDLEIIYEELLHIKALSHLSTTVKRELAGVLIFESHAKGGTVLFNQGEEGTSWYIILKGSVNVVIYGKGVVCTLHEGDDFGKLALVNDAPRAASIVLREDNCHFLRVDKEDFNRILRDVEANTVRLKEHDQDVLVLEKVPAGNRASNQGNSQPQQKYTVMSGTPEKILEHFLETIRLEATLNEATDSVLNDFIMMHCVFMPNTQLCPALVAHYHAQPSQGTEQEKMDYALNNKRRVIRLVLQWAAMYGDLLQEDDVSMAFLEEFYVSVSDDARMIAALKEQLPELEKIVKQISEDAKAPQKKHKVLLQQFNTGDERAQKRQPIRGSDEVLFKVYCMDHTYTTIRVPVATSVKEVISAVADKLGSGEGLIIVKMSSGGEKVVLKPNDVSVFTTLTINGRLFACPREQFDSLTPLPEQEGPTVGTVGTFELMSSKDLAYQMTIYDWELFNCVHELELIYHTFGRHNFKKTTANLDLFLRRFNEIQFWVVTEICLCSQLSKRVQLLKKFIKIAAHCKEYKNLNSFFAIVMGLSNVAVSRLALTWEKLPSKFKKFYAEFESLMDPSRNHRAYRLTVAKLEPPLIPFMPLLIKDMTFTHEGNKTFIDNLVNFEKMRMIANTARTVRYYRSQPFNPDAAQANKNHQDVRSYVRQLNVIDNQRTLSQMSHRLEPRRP
# Nrf2 ARE act = Nrf2 pathway activation; 0.31% of 410,000 active; Potency, µM (top dose mostly 46.1 µM), for the others: at the top dose activation, actives largely listed as activators; AREc32 ARE-luciferase reporter (MCF7-derived line), luminescence, 24 h; note: % of control where 0% means no effect; nearly all actives have a fitted effect of over 65% in size
#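 AREc32 cells carrying an ARE-driven firefly luciferase reporter were seeded at 1000 cells/well in OPTI-MEM with 5% FBS, then exposed to compound for 24 hr at 37 deg C. Luminescence was read with Steady-Glo after 30 min at RT.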
# HepG2 tox = HepG2 cytotoxicity, counter-screen for TGF-b inhibitors; HepG2 CAGA-GFP viability, ATP luminescence, 18 h; Potency, µM (highest dose often 46.1 µM), for inactives: at the highest dose activity change, negative = cytotoxicity, hits mostly cytotoxic; 0.76% of 410,000 active; note: some results filed as inactive show a strong effect at the top dose
#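 HepG2 CAGA-GFP cells (1000/well, DMEM with 1% FBS) received compound, then TGF-beta at 500 pg/mL final, and were incubated 18 hours at 37 degrees C. Viability was read by CellTiter-Glo luminescence. Media-only wells were set as complete cell-killing and DMSO as no toxicity.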
# Numbers without * were called inactive; i = inactive; ? = inconclusive; nt = no result given; & = joins results of further samples; [ ] = dose if it differs, or a comment. Calls come from the whole dose curve; as a rule, active = well fitted curve in the direction sought with a large enough effect; inconclusive = small, poorly fitted or top-dose-only effect, or another doubt; inactive = no such curve, though single readings can be large; an effect the other way counts as inactive or inconclusive. Potency is the fitted concentration of half-maximal effect. An excerpt; count on the stated rates, not on these rows.
SMILES,ATXN2 expr inh,MCF10A rerep,Nrf2 inh,S2 tox,A549 tox,TGFb SMAD3 inh,EPAC2 antagonist,Nrf2 ARE act,HepG2 tox
CC(=O)N(C1=NCCCS1)c1ccc(Cl)cc1,-18%,12%,24%,i,-1%,4%,8%,-0.1%,-22%
Cc1c(N=Cc2c(O)n(Cc3ccco3)c(=O)[nH]c2=O)c(=O)n(-c2ccccc2)n1C,-7%,1%,3%,i,-3%,1%,14%,-1.0%,-22%
O=c1[nH]c(=S)[nH]c(O)c1N=Nc1ccc(S(=O)(=O)N2CCOCC2)cc1,nt,5%,6%,i,-13%,8%,-18%,?,17%
Cc1ccc(C2CC(=O)C(C=NCCN3CCN(C(=O)Cc4ccccc4)CC3)=C(O)C2)cc1 (centres undefined),-4%,8%,4%,i,8%,7%,-2%,0.1%,-14%
COc1ccc(C(CNC(=O)c2ccc3c(c2)CCC3)N(C)C)cc1 (centres undefined),-18%,-11%,6%,i,1%,3%,-1%,-0.2%,-6%
O=C(CCn1nc(-c2ccc(Cl)cc2)ccc1=O)N1CCC2(CC1)OCCO2,-5%,-2%,-13%,i,-3%,-10%,0%,-0.1%,-13%
Cc1ccc(OCC(=O)N2CCN(CC3CC4C=CC3C4)CC2)cc1 (centres undefined),-5%,10%,-11%,i,-11%,1%,6%,-0.5%,-35%
Cc1ccc(-c2cc(-c3ccc(C)cc3)[n+](-c3ccc(C(=O)O)cc3)c(-c3ccc(C)cc3)c2)cc1,0%,?,9%,i,1%,9%,-7%,1.3%,-13%
COc1cc(OC)c(OC)cc1CNCCc1ccc(F)cc1,-22%,8%,-2%,i,0%,-9%,-5%,0.0%,-33%
CC(C)C(=O)N1CCN(CCN=Cc2c(O)n(C)c(=O)n(C)c2=O)CC1,-1%,-1%,-14%,i,-1%,9%,-1%,-0.5%,-11%
CN(C)CC#CCC(O)(c1ccccc1)C1CCCC1 (centres undefined),-14%,0%,7%,i,-1%,?,-3%,-0.9%,-27%
CC(=O)C1(c2ccccc2)CCNCC1,-4%,-3%,9%,i,-6%[1.84 µM],-4%,-1%,-0.6%,-5%
CN(CC#CCN1CCCC1)C(=O)c1cccc(Cl)c1,2%,2%,8%,?,2%,2%,0%,-0.1%,-12%
Cc1ccsc1C(=O)C1CCCN(Cc2c(C)nn(C(C)C)c2C)C1 (centres undefined),-17%,-26%,13%,i,0%,3%,13%,-0.4%,0%
CC(C)Cn1c(=O)oc2ccccc21,7%,2%,7%,i,-2%,?,-1%,-0.2%,6%
CC(c1ccccc1)n1cncc1C(=O)N1CCCC1=O (centres undefined),4%,1%,19%,i,0%,-2%,-8%,0.3%,-7%
C[C@]12CC[C@H](O)CC1=CCC1C2CC[C@@]2(C)C1C[C@@H](O)[C@@H]2O (some centres undefined),5%,0%,12%,i,9%,13%,3%,-0.1%,-1%
CCN[C@@H](C)Cc1cccc(C(F)(F)F)c1,0%&7%,-6%,-9%,i,-8%,21%,30%,0.7%,-7%
c1ccc2c(NC3=NCCS3)cccc2c1,7%,-1%,nt,i,1%,-3%,8%,3.8%,3%
CC(=O)c1cn(Cc2ccccc2C#N)c2ccccc12,nt,?,1µM*,i,?,-21%,-17%,0.6%,-10%
COc1ccc2nc(NC3=NCCN3)sc2c1,32%[activator],-1%,?,i,9%,1%,4%,7.1%,-1%
Cc1ccccc1-n1c(O)c(/C=N/c2nccs2)c(=O)[nH]c1=O,-3%&0%,-1%&-1%,0%&2%,i,1%&0%,-11%&19%,3%&16%,3.2%&0.1%,0%&0%
O=c1[nH]c(=O)n(CCC2=CCCCC2)c(O)c1C=Nc1cccc(F)c1,-8%,4%,-20%,?,-12%,1%,14%,-0.9%,-9%
CCCCSP1(=S)NCCCO1 (centres undefined),1%,-3%,-9%,i,1%,0%,1%,-0.2%,-18%
O=C1NCCN(Cc2cccc(Oc3ccccc3)c2)C1CC(=O)N1CCCCC1 (centres undefined),2%,7%,-27%,?,-4%,?,6%,0.1%,-26%

# 3 compounds out of the list, arranged by number of heavy atoms, smallest number first.
SMILES,ATXN2 expr inh,MCF10A rerep,Nrf2 inh,S2 tox,A549 tox,TGFb SMAD3 inh,EPAC2 antagonist,Nrf2 ARE act,HepG2 tox
CC(C)Cn1c(=O)oc2ccccc21,7%,2%,7%,i,-2%,?,-1%,-0.2%,6%
CCN[C@@H](C)Cc1cccc(C(F)(F)F)c1,0%&7%,-6%,-9%,i,-8%,21%,30%,0.7%,-7%
CC(C)C(=O)N1CCN(CCN=Cc2c(O)n(C)c(=O)n(C)c2=O)CC1,-1%,-1%,-14%,i,-1%,9%,-1%,-0.5%,-11%

# (next part)
SMILES,ATXN2 expr inh,MCF10A rerep,Nrf2 inh,S2 tox,A549 tox,TGFb SMAD3 inh,EPAC2 antagonist,Nrf2 ARE act,HepG2 tox
COc1cc([C@@H]2c3cc4c(cc3[C@H](O)[C@H]3COC(=O)[C@H]23)OCO4)cc(OC)c1OC,-4%&-20%&-25%,0.021µM*,?,?,-11%&-8%,-37%&-29%,4%,0.1%,-4%&25%
CCOC(C(=O)OCCC[N+](C)(CC)CC)(c1ccccc1)c1ccccc1,-8%,11%,-11%,i,1%,0%,-3%,2.6%,2%
Cc1ccc(C(=O)Nc2scc(-c3ccccc3)c2C(=O)O)cc1,-25%,7%,?,i,-18%,-4%,-11%,-0.2%,-3%
CC(=O)Nc1ccccc1C(=O)OCc1ccc(F)cc1,105%[activator],23%,?,i,1%,8%,-5%,4.3%,14%
O=[N+]([O-])c1cccc(CN2CCN(Cc3ccc(Br)cc3)CC2)c1,-28%,9.2µM*,?,i,-21%,-12%,-8%,0.4%,-23%
CC1CN=C(NCc2ccccc2Cl)S1 (centres undefined),-28%,5%,4%,i,-5%,5%,1%,-0.2%,-4%
COC(=O)C1=C(c2ccc(F)cc2OCc2ccccc2)C[C@@H]2CC[C@H]1N2C(=O)NCCOc1ccc(OC)cc1,-28%,?,23µM*,i,-12%,?,-16%,-1.6%,2%
O=C(NCCc1ccccc1)[C@@H]1CC=C[C@@H]2CCN(Cc3ccc(Cl)c(Cl)c3)C(=O)[C@@H]21,-7%,?,?,nt,-24%,?,-12%,0.2%,-18%&-26%
O=C(CCc1ccc(O)cc1)N1C[C@H]2C[C@@H](C1)c1cccc(=O)n1C2,2%,-6%,1%,i,-4%,1%,6%,-1.1%,-2%
COC(=O)C1=C(c2cccc(C#N)c2)C[C@@H]2CC[C@H]1N2C(=O)NC1CCCCC1,-3%,5%,-14%,i,-9%,-6%,-9%,0.6%,-17%
COc1ccc(OC)c(C(O)C(C)N)c1 (centres undefined),6%,-2%&-2%&9%,1%,i,-8%,0%,11%,-1.4%,0%
O=C(CN1CCOCC1)c1cccc2ccccc12,3%,18%,10%,i,-2%,-3%,1%,-0.3%,5%
CC(C)C(=O)Nc1ccc([N+](=O)[O-])c(C(F)(F)F)c1,-21%&-17%&-21%,-10%&3%,?,i,-5%,-28%&-35%,-19%,4.0%,-28%&-8%
O=C(CNS(=O)(=O)c1ccc(Br)s1)N1CCC2(CC1)OCCO2,10%,0%,nt,i,1%,1%,5%,4.4%,-1%
OC(C#CCN1CCOCC1)(c1ccccc1)C1CCCC1 (centres undefined),6%,-1%,-8%,i,11%,16%,-9%,0.3%,1%
CCc1ccc2c(c1)Sc1ccccc1CC2N1CCN(C)CC1 (centres undefined),nt,?,-24%,nt,0%,?,-3%,-3.0%,-141%
O=C(Nc1ccc(OC(F)(F)F)cc1)Oc1ccccc1N1CCCCC1,nt,-1%,12%,?,-2%,13µM*,-13%,7.0%,-102%
O=C(c1cn(Cc2ccccc2)c2ccccc12)N1CCCCC1,2%,14%,-23%,i,1%,-7%,-15%,0.0%,-14%
CC(C)C[C@H]1CNC(=S)N1CC1CCN(CC2CCC(C(C)(C)C)CC2)CC1 (some centres undefined),1%,?,0%,i,-11%,-28%,13%,3.8%,-22%
CC(C)c1ccc(C2NCc3ccccc3-n3cccc32)cc1 (centres undefined),nt,-10%,2%,?,13%,?,-8%,8.5%,-65%
C[C@]12CC[C@@H](O)C[C@H]1CC[C@@H]1[C@@H]2CC[C@]2(C)C(=O)CC[C@@H]12,?,-19%,-16%,i,-3%,?,-11%,1.6%,-15%
Cc1cccc(NC(=O)C(C)N2CC=C(c3ccccc3)CC2)c1 (centres undefined),nt,13%,?,i,3%,?,-1%,4.5%,-2%
CCCCn1c(=O)c(C(=O)Nc2ccccc2N)c(O)c2ccccc21,nt,-1%,5%,?,-1%,-16%,-1%,3.8%,1%
Cc1ccc(C)c(N2CCN(C(=O)CCNS(=O)(=O)c3ccc4c(c3)oc(=O)n4C)CC2)c1,-10%,-2%,-18%,i,-5%,-5%,-14%,-0.7%,-3%
CC1CC=CCC12C(=O)NC(=S)NC2=O (centres undefined),-2%,?,13%,i,-2%,-12%,22%,3.1%,-5%
# Going on with the list.
SMILES,ATXN2 expr inh,MCF10A rerep,Nrf2 inh,S2 tox,A549 tox,TGFb SMAD3 inh,EPAC2 antagonist,Nrf2 ARE act,HepG2 tox
C=C(CC1CC(O)[C@]2(C)OC3CC4OC5C[C@]6(C)O[C@]7(C)CCC8OC9C[C@]%10(C)OC%11C(C)=CC(=O)OC%11CC%10OC9C[C@@H](C)C8OC7CC6O[C@]5(C)C/C=C\C4OC3CC2O1)C(=O)O (some centres undefined),-4%,?,17%,i,2%,7%,12%,0.5%,1%
O=c1[nH]c(=O)n(C2CCCCC2)c(O)c1C1NCCc2ccccc21 (centres undefined),1%,3%,-9%,i,-8%,-7%,8%,0.1%,-27%
c1cc(OCCN2CC2)ccn1,-32%,7%,11%,i,-16%,0%,3%,-0.7%,-37%
CCOc1ccccc1-n1c(O)c(C=NCCCn2ccnc2)c(=O)[nH]c1=O,15%,0%,7%,i,0%,-1%,9%,-0.1%,8%
CN(C)[C@@H]1C(=O)C(C(N)=O)=C(O)[C@@]2(O)C(=O)C3=C(O)c4c(O)cccc4[C@@](C)(O)[C@H]3[C@H](O)[C@@H]12,-8%&-9%&1%,-2%&-1%&-1%,-3%&6%,?,-10%&-6%,10%&9%,6%&9%,-0.9%&0.4%,-3%&1%
COc1cc(C)cc2oc(=O)c(CC(=O)N3C[C@H]4C[C@@H](C3)c3cccc(=O)n3C4)c(C)c12,-11%,3%,-20%,i,-4%,-1%,-9%,0.3%,-6%

# High-throughput results: PubChem BioAssay, National Center for Advancing Translational Sciences (NCATS)
